High-throughput results (PubChem BioAssay)
TbREL1 inh: TbREL1 RNA ligase inhibitors, primary screen, biochemical, FRET fluorescence; RNA-editing ligase 1, mitochondrial (Trypanosoma brucei brucei), P86926; 0.49% of 89,000 active; TbREL1 RNA ligation; inhibition, % at 9.66 µM;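 active means inhibition above the mean inhibition across all screened compounds plus 3 SD, cut at about 11% in these data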;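 further: 0% = plate median of test wells and 100% = NSC42067 control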
Target sequence (P86926 whole entry, looked up): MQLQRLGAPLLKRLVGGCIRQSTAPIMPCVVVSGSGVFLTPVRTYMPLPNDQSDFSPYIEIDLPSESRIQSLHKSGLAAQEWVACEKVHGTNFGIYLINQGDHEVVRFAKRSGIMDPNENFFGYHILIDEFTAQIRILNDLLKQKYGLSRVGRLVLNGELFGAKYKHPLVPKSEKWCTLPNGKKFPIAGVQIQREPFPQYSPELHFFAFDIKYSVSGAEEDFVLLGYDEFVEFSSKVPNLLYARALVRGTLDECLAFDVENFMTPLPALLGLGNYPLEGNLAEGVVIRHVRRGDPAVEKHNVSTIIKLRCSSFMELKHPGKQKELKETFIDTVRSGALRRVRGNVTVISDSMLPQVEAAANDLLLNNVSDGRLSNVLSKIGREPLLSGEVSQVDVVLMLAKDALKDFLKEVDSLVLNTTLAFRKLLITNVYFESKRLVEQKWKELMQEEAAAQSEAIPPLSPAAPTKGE
* marks the source's active call; other numbers are inactive results; & = joins results of further samples.

TbREL1 inh | Structure
29* | Cc1oc2c(c1C(=O)c1ccccc1)C(=O)C(=O)c1ccccc1-2
1 | O=C(Nc1ccccc1-c1nnc(SCc2ccccc2Cl)o1)c1ccccc1
-2 | CC(C)(C)c1ccc(C(=O)N2CCC2(C)C(=O)Nc2cccc(C#N)c2)cc1 (stereo not given)
-1 | COCCNCc1ccccc1[N+](=O)[O-]
0 | C/C(=N\NC(=O)c1ccc2c(c1)OCO2)c1ccco1
-1 | CC(C)(C)c1ccc(OC(=O)c2ccc3snnc3c2)cc1
-12 | Cc1onc(-c2ccccc2)c1C(=O)NNC(=S)NC(=O)c1ccc(Cl)cc1Cl
-3 | CCc1ccccc1NC(=O)NC(C)c1ccc2c(c1)OCO2 (stereo not given)
-1 | CCCCC(=O)Nc1ccc(NC(=S)NC(=O)c2ccco2)cc1OC
-1 | COC(=O)[C@@]1(C(C)C)N=C(c2cc(OC)c(OC)c(OC)c2)[C@]2(O1)C(=O)N(Cc1cn(-c3ccccc3)nn1)c1cccc(Cl)c12
5 | CCCc1ccc(Oc2c(-c3ccc(O)c(C)c3O)n[nH]c2C)cc1
0 | Cc1oc(-c2ccccc2)nc1C(=O)OCC(=O)NC(C)c1ccccc1 (stereo not given)
-2 | COc1ccc(CC(=O)N2CC(=O)N(CCc3ccccc3)C(=O)C2)cc1
1 | CSCC[C@H](N)C(=O)N1CCC(C(=O)N[C@@H](Cc2c[nH]c3ccccc23)C(=O)O)CC1
-6 | COc1ccc(-n2c(Cc3cccn3C)nnc2SCC(=O)Nc2nc(C)cs2)cc1
-1 | Cc1cc(NC(=O)c2ccco2)c(=O)n(Cc2cccc(C(F)(F)F)c2)c1
-2 | COCC1CCCCN1C(=O)CCCn1nnnc1CN1CCC(C)CC1 (stereo not given)
1 | CCOc1cc(C2NC(=O)N(C)C(C)=C2C(=O)OC)cc(Br)c1O (stereo not given)
-2 | CCCNC(=O)C1(C)CCCN(Cc2ccc(-c3ccccn3)cc2)C1 (stereo not given)
-1 | CN1CCCC(OC(=O)c2cccc(Br)c2)C1 (stereo not given)
-2 | O=C(/C=C/c1cccnc1)c1cc(F)ccc1O
2 | Fc1ccc(F)c(NC(=S)NCCc2ccccc2)c1
-1 | O=C(NCc1ccco1)c1ccc(COCC(F)(F)F)cc1
2 | COCCNC(=O)C1(C)CCCN(C(=O)c2ccc(C(=O)OC)cc2)C1 (stereo not given)
-6 | CN(C)c1ccc(P(=O)(Nc2ccccc2)N2CCOCC2)c(NC(=O)c2cccs2)c1 (stereo not given)
-1 | CCn1c(=O)cc(OCC(=O)Nc2ccccc2C#N)c2ccccc21
-3 | CCOc1ccc(CN2CCNC(=O)C2CC(=O)NCCc2ccccn2)cc1 (stereo not given)
2 | Cc1ccc(-c2ccc(/C=N/n3cnnc3)o2)cc1Cl
5 | Cc1cccc(OCC(=O)Nc2ccc3c(C)cc(=O)oc3c2)c1
-3 | CN1CCN(S(=O)(=O)c2cccc(C(=O)Oc3ccc(C(C)(C)C)cc3)c2)CC1
-1 | CCCCCCC#Cc1cncc(C(=O)NNC(=O)Nc2cc(Cl)cc(Cl)c2)c1
3 | Cc1ccc(-c2noc(N=O)c2NO)cc1
7 | COc1ccc2oc(=O)c(C(=O)NCC3CCCO3)cc2c1 (stereo not given)
-2 | CC(C)C1=CC(=NS(=O)(=O)c2cccc([N+](=O)[O-])c2)C=C(C(C)C)C1=O
4 | N#C/C(=C/c1cccc(O)c1)C(=O)NCc1ccc(Cl)cc1
-2 | CC(=O)Nc1ccc(OCc2ccc(S(=O)(=O)Cc3ccccc3)cc2)cc1
6 | CC(O)CNc1nc2ccccc2n1CC(=O)N1CCN(Cc2ccccc2)CC1 (stereo not given)
0 | Fc1ccc(NC(=S)Nc2cc(-c3ccccc3)[nH]n2)cc1Cl
6 | Cc1cc(C2=NNC(=NCCc3ccccc3)SC2)c(C)n1-c1c(C)n(C)n(-c2ccccc2)c1=O
0 | COc1cc(CCCN2C(N)=NC[C@@H]2Cc2ccc(O)cc2)cc(OC)c1OC
5 | CCOC(CNC(=O)c1ccc2nc(N3CCC(C)CC3)sc2c1)OCC
-4 | O=C(CCNC(=O)c1ccc(Br)cc1)Nc1ccccc1N1CCCC1
2 | CC(C)(C)S(=O)(=O)N1C[C@H]2C(=C(CCO)C[C@H]3C(=O)N(c4ccccc4)C(=O)[C@H]32)[C@@H]1CCO
0 | COc1ccc(OC)c(NC(=O)CCN2CCC(C)CC2)c1
9 | Cc1cccc(C)c1-n1nnnc1C(c1ccnc2ccccc12)N1CCN(C(=O)OCc2ccccc2)CC1 (stereo not given)
-2 | COc1ccc(OC)c(N2C(=O)CC(Cc3ccc(Cl)cc3)C2=O)c1 (stereo not given)
0 | COc1ccc(NC(=O)c2ccc(CNS(=O)(=O)c3cccc(OC)c3)cc2)cc1
0 | O=[N+]([O-])c1cccc(Cl)c1N1CCOCC1
4 | CC(=O)/C=C(/C)NC(Cc1c[nH]c2ccccc12)C(=O)O (stereo not given)
1 | C=C[C@@H]1c2ccccc2N(S(=O)(=O)c2ccc(C)cc2)[C@H](c2ccc(C(=O)OC)cc2)C1(C#N)C#N

Additional structures follow.
TbREL1 inh | Structure
9 | COc1cccc(C2NC(=O)c3sc(=S)n(-c4ccccc4)c3N2)c1 (stereo not given)
0 | Cc1ccc(-c2ocnc2C(=O)Nc2ccccc2NC(=O)c2ccccn2)cc1
2 | COC(=O)N1CCCCC1c1cc(C(=O)Nc2ccc(OC)cc2C)no1 (stereo not given)
-1 | CN(Cc1ccccc1)C(=O)c1csc([C@@H]2O[C@H](CO)[C@H](O)[C@H](O)[C@H]2O)n1
2 | CC(C)c1ccc(NC(=O)C(c2ccccc2)N(Cc2ccco2)C(=O)CC2NC(=O)NC2=O)cc1 (stereo not given)
6 | O=C1C(C2=NC(c3ccccn3)C3C(=O)N(c4ccc(OC(F)(F)F)cc4)C(=O)C23)=C(O)c2ccccc21 (stereo not given)
7 | Cc1cc(NC(=O)CSc2nnc(-c3cccs3)n2N)no1
3 | O=C1C=C(/C=C/c2ccccc2)C[C@@H](c2ccc3c(c2)OCO3)C1
-3&9 | CCC1CCCCN1C(=O)n1ncc(C(O)(c2ccccc2)c2ccccc2)n1 (stereo not given)
-2 | Cc1ccc(C(=O)COC(=O)c2cc(Cl)nc3ccccc23)cc1
-2 | O=C(CN1CCCCC1)Nc1cc(S(=O)(=O)N2CCOCC2)ccc1N1CCCC1
1 | O=C(COC(=O)c1cccc(S(=O)(=O)N2CCCC2)c1)Nc1ccccc1C(F)(F)F
0 | CC(=O)C(C(C)=O)C(NC(=O)c1cccnc1)(C(F)(F)F)C(F)(F)F
6 | COc1cccc(N2CC(C(=O)Nc3nnc(SCC(=O)c4ccccc4)s3)CC2=O)c1 (stereo not given)
-9 | CNC(=O)/C(C#N)=C\c1ccc(CNS(=O)(=O)c2ccc(Cl)cc2)o1
1 | O=C(Cn1cnc2ccccc21)Nc1cc(C(F)(F)F)ccc1N1CCOCC1
-4 | COc1ccc(CNS(=O)(=O)c2cc3c(cc2Br)CC(C)N3C(C)=O)cc1 (stereo not given)
-2 | O=C(CCCCn1c(=O)c2ccccc2n(CC(=O)Nc2ccc(F)cc2)c1=O)NCc1ccco1
2 | COc1ccc(Cl)cc1C(=O)OCC(=O)Nc1cccnc1Cl
5 | C[C@@]12C(=O)N(CC3CC3)CC(=O)N1[C@H](C1CC1)[C@@H]1C(=O)N(c3ccccc3)C(=O)[C@@H]12
-4 | Cc1cc(C)c(/C=N/n2c(C)cc(C)c(C#N)c2=O)c(C)c1
1 | O=C(Cc1ccccc1)Nc1ccc(NC(=O)C2CC2)nc1
3 | CNc1ccccc1/C(O)=C(\C#N)C(=O)NCc1cccs1
-7 | CNC(=O)CN(C1CCCCC1)S(=O)(=O)c1ccc(OC)c(Cl)c1
7 | COc1cc(/C=N/NC(=O)C(=O)NCc2ccco2)ccc1O
4 | Cc1cc(C)c2c3c(sc2n1)C(=O)N(Cc1ccccc1)CC(=O)N3
-2 | COCCN(C(=O)CCC(=O)Nc1cc(C)on1)C(C(=O)NC1CCCC1)c1ccc(C)cc1 (stereo not given)
-2 | CCn1nc(C)c(CN2CCC(n3nccc3NC(=O)c3ccccc3OC)CC2)c1C
-1 | O=C(N[C@H]1C/C=C\C(c2cccc(F)c2)N(Cc2ccccc2)C(=O)C1)OCC1c2ccccc2-c2ccccc21 (stereo not given in full)
0 | c1ccc2c(c1)Cc1cc(CN3CCOCC3)ccc1-2
0 | CCc1ccc(OCC(=O)N(Cc2ccccc2)C2CCS(=O)(=O)C2)cc1 (stereo not given)
8 | CCOC(=O)CNC(=O)CSc1nnc(-c2ccco2)n1N
0 | CCOC(=O)c1ccc(S(=O)(=O)N2CCN(CCC#N)CC2)cc1
3 | COC(=O)C1=C(C(=O)OC)[N+]2=C3N(C(=O)NC2(C)C)[C@H](CO)C[C@@]32c3ccccc3N(Cc3ccccc3)[C@@H]12
3 | O=C1C=C(c2ccc(-c3ccccc3)c(F)c2)C[C@@H](c2ccc3c(c2)OCO3)C1
1 | CCCC(=O)NCC(c1cccs1)S(=O)(=O)c1ccc(Cl)cc1 (stereo not given)
-3 | CCCC(C)NC(=O)COc1ccc(Sc2ccc(OCC(=O)NC(C)CCC)cc2)cc1 (stereo not given)
0 | CCOC(=O)CC1COCCN1Cc1cn[nH]c1-c1ccc2c(c1)OCO2 (stereo not given)
1 | C[C@@]12C(=O)Nc3ccc(Br)cc3C(=O)N1[C@H]1c3cc(Br)ccc3OC[C@@H]1[C@@H]2c1ccccc1
-1 | COc1ccc(NC(=O)C2Cc3c(-c4ccc(Cl)cc4)ccnc3O2)cc1OC (stereo not given)
0 | CCOC(=O)c1sc(NC(=S)NC(=O)c2ccco2)nc1C
-1 | CC(C)(C)NC(=O)C(c1cccnc1)N(C(=O)c1csnn1)c1ccccc1 (stereo not given)
3 | Cc1ccc(C(=O)Nc2nnc(COCCO)s2)cc1
2 | COc1ccc(NC(=O)/C(C#N)=C/c2c(C)nn(-c3ccc(F)cc3)c2Cl)cc1Cl
1 | COCc1cc(=O)[nH]c(Nc2nc3ccccc3o2)n1
1 | CCC(=O)N1CCN(c2nc3ccccc3s2)CC1
-5 | COc1ccc(-n2c(Cc3cccn3C)nnc2SCC(=O)Nc2ccc(Cl)cc2)cc1
-2 | COc1ccc(C(=O)OCc2ccccc2F)cc1S(=O)(=O)N1CCCC1
12* | C/C(=N\Nc1cc(N2CCOCC2)nc(C)n1)c1cccc([N+](=O)[O-])c1
-3 | CCCNC(=O)Cn1c(=O)oc2cc(S(=O)(=O)N3CC(C)CC(C)C3)ccc21 (stereo not given)

Reformatted: entries from further up.
molecule,TbREL1 inh
CCCC(C)NC(=O)COc1ccc(Sc2ccc(OCC(=O)NC(C)CCC)cc2)cc1 (stereo not given),-3
CCOC(=O)CC1COCCN1Cc1cn[nH]c1-c1ccc2c(c1)OCO2 (stereo not given),0
C[C@@]12C(=O)Nc3ccc(Br)cc3C(=O)N1[C@H]1c3cc(Br)ccc3OC[C@@H]1[C@@H]2c1ccccc1,1
COc1ccc(NC(=O)C2Cc3c(-c4ccc(Cl)cc4)ccnc3O2)cc1OC (stereo not given),-1
CCOC(=O)c1sc(NC(=S)NC(=O)c2ccco2)nc1C,0
CC(C)(C)NC(=O)C(c1cccnc1)N(C(=O)c1csnn1)c1ccccc1 (stereo not given),-1
Cc1ccc(C(=O)Nc2nnc(COCCO)s2)cc1,3
COc1ccc(NC(=O)/C(C#N)=C/c2c(C)nn(-c3ccc(F)cc3)c2Cl)cc1Cl,2
COCc1cc(=O)[nH]c(Nc2nc3ccccc3o2)n1,1
CCC(=O)N1CCN(c2nc3ccccc3s2)CC1,1
COc1ccc(-n2c(Cc3cccn3C)nnc2SCC(=O)Nc2ccc(Cl)cc2)cc1,-5
COc1ccc(C(=O)OCc2ccccc2F)cc1S(=O)(=O)N1CCCC1,-2
C/C(=N\Nc1cc(N2CCOCC2)nc(C)n1)c1cccc([N+](=O)[O-])c1,12*
CCCNC(=O)Cn1c(=O)oc2cc(S(=O)(=O)N3CC(C)CC(C)C3)ccc21 (stereo not given),-3

The main list resumes with the 2 entries that preceded the break.
TbREL1 inh | Structure
12* | C/C(=N\Nc1cc(N2CCOCC2)nc(C)n1)c1cccc([N+](=O)[O-])c1
-3 | CCCNC(=O)Cn1c(=O)oc2cc(S(=O)(=O)N3CC(C)CC(C)C3)ccc21 (stereo not given)
-3 | Cc1cc2n(n1)C(c1ccsc1)Nc1ccccc1-2 (stereo not given)
1 | COc1ccc(-n2c(SCC(=O)Nc3ccc4cn[nH]c4c3)nnc2-c2cccnc2)cc1
-4 | CC(C)C(=O)Nc1ccc2c(c1)nc(CCN1CCN(c3ccccc3)CC1)n2C
3 | CCCCCCc1ccc(N2C[C@H](Cc3ccccc3)[C@@H](CC(=O)Nc3ccccc3)C2=O)cc1
-3 | CCOC(=O)C1CCCN(C(=O)Cc2c(C(=O)O)[nH]c3ccccc23)C1 (stereo not given)
-2 | CCCCC(=O)Nc1nc(C)c(-c2csc(Nc3ccccc3OC)n2)s1
0 | COc1ccc(CCNS(=O)(=O)c2ccc(OC)cc2)cc1
6 | Cc1ccc(NC(=O)Nc2ccc3c(c2)N(C)C(=O)CS3)cc1C
-8 | CC(C)C[C@H]1CNC(=S)N1C[C@H]1CCCN1C[C@H](Cc1ccc(O)cc1)N1C[C@H](CC(C)C)N(CCc2ccccc2)C1=S
0 | CCC(c1nnc(SCC(=O)Nc2ccc(NC(C)=O)cc2)n1Cc1ccccc1)N(C)C (stereo not given)
-2 | COC(=O)[C@]12C[C@H](CC(=O)N3CCCCC3)C(=O)N(Cc3ccc(Cl)cc3Cl)C1=C[C@H](C(C)C)O[C@@H]2C1CC1
2 | C=CCc1c(OC)ccc2c1c(S(=O)(=O)c1ccc(C)cc1)cn2COC
0 | O=C1CC(c2ccccc2)Sc2nc3ccccc3n21 (stereo not given)
-2 | Cc1cccc(C(=O)NNC(=O)CSc2nnc(C3CC3)n2C)c1
1 | COC(=O)C1CCCN1C(=O)C1CCCN1C(=O)CNC(=O)OCc1ccccc1 (stereo not given)
6 | O=C(CSc1nc(-c2ccccc2)c(-c2ccccc2)[nH]1)Nc1ccc2c(c1)OCO2
5 | CNc1nc(SCC(=O)Nc2ccccc2)nc(N2CCOCC2)n1
-4 | NC(=O)CC(NC(=O)Cc1ccc(Br)cc1)c1ccc(NC2CCN(Cc3ccccc3)CC2)c([N+](=O)[O-])c1 (stereo not given)
-5 | Cc1ccc2nc(-c3ccccn3)oc2c1

A portion of the library. The share of hits here may be higher or lower than overall.
